Compound activity from PubChem BioAssay.
UTI89 phage lysis – inhibition of K1F phage lysis, E. coli UTI89, bacterial capsule biogenesis inhibitors, alamar blue (AID 488966) | E. coli UTI89 K1F phage lysis, alamar blue, 2 h; higher % means a stronger effect | 340,000 tested, 0.02% active | one-dose inhibition, % at 100 µM; IC50 in µM for titrated hits;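 active = phage lysis inhibition, versus mean bacterial control, above a set limit; inconclusive = no clear call, values can overlap the other calls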;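 note: capsule biogenesis inhibitors block K1F phage lysis so surviving cells raise fluorescence; higher fluorescence means more inhibition of phage lysis; actives were called in the ten point dose series up to 300 µM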
PhoP inhibition – inhibitors of PhoP regulon expression, primary screen, Salmonella Typhimurium, GFP reporter (AID 1863). S. Typhimurium PhoP-regulated promoter GFP reporter, 4 h; higher % means a stronger effect. one-dose inhibition, % at 50 µM; IC50 in µM for titrated hits. 300,000 tested, 0.16% active;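 active = inhibition over 29.93%, a cutoff 3 SD above the screen mean, later confirmed by dose response; inconclusive = inhibition over 29.93% but no dose response follow-up; inactive = inhibition at most 29.93% or unconfirmed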;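 note: 0% = low Mg2+ inducing control and 100% = high Mg2+ repressing control; strong numbers were not always called active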
RSV antiviral HEp-2 – inhibition of RSV-induced cytopathic effect – HEp-2 cells, primary 10 µM value included (AID 2391); HEp-2 cells, RSV-induced CPE inhibition; higher % means a stronger effect; CPE inhibition, % at 10 µM; hits with a dose series show IC50 in µM; 310,000 tested, 0.13% active; in the data active = a potency from the dose series; inconclusive = CPE inhibition mostly from about 23% at the one dose, without a potency; inactive = the rest, 99 in 100 with CPE inhibition below about 21%; note: strong numbers were not always called active
Large T inhibition – SV40 large T antigen inhibitors, biochemical (AID 1903); one-dose inhibition, % at 20 µM; IC50 in µM for titrated hits; 310,000 tested, 0.39% active; SV40 large T antigen ATPase/helicase inhibition assay; higher % means a stronger effect; in the data active = a potency from the dose series; inconclusive = inhibition mostly from about 32% at the one dose, without a potency; inactive = the rest, 99 in 100 with inhibition below about 32%; note: strong numbers were not always called active
West Nile virus CPE – West Nile virus antiviral activity, cell-based, CPE readout (AID 1621); CPE inhibition, % at 10 µM; hits with a dose series show IC50 in µM; 290,000 tested, 0.02% active; West Nile virus-infected cells, CPE inhibition; higher % means a stronger effect; in the data active = a potency from the dose series; inconclusive = CPE inhibition mostly from about 3.7% at the one dose, without a potency; inactive = the rest, 99 in 100 with CPE inhibition below about 2.2%; note: strong numbers were not always called active
MgcRacGAP inhibition – MgcRacGAP GTPase-activating activity inhibitors, confirmation, biochemical, ADP Hunter fluorescence | MgcRacGAP-stimulated Rac1 GTP hydrolysis, ADP Hunter fluorescence; higher % means a stronger effect; GST-tagged Rac1 F28L mutant substrate | inhibition, % at 30 µM; hits with a dose series show IC50 in µM | 340,000 tested, 0.6% active | AID 624330;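 active = first-screen hits whose inhibition reached a set limit at any dose in the follow-up dose series; inconclusive = inhibition above the set first-screen limit but never retested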;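 note: fluorescence reports GDP produced by GAP-driven GTP hydrolysis; strong numbers were not always called active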
Dengue-2 NS5 capping – flavivirus cap methylation enzyme inhibition – biochemical, confirmation dose response, primary screen (AID 588689); inhibition, % at 25 µM; hits with a dose series show IC50 in µM; Dengue-2 NS5 methyltransferase capping enzyme assay, biochemical; higher % means a stronger effect; 340,000 tested, 0.3% active; in the data active = a potency from the dose series; inconclusive = inhibition above about 29% without an active follow-up result
NTR1 agonist – NTR1-driven beta-arrestin-GFP spot formation – imaging, U2OS cells, high content, primary screen (AID 493036); P30989; agonist mode; activation, % at 20 µM; 330,000 tested, 0.17% active;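 active = activation at or above 40% of the spot to cytoplasm intensity ratio, with at least 20 cells analyzed; inconclusive = wells under 20 cells, flagged as cytotoxic or low count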;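 note: 0% = DMSO without peptide and 100% = 100 nM NTR1 peptide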
Target sequence (P30989 whole entry, looked up): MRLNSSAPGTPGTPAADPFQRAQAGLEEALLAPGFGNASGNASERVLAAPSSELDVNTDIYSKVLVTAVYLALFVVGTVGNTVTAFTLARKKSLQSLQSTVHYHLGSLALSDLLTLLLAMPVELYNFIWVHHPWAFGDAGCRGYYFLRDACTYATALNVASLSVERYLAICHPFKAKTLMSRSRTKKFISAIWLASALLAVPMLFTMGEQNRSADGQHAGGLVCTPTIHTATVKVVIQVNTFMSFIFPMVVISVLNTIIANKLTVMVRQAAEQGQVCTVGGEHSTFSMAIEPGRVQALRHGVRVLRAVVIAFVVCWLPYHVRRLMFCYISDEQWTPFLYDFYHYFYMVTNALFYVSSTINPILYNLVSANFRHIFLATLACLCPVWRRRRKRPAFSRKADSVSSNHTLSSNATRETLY
T cell modulator – T cell immune modulation candidate; calls only at 7 µM; 330,000 tested, 0.068% active; 2C CD8+ T cell-vesicle binding, flow cytometry; active compounds read low;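 active = response, share of CD8 T cells binding vesicles, and their 90th percentile fluorescence all below set limits, cut at about 80% in these data, passing the limit was not always enough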
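Also added: QL9-peptide-loaded Drosophila micro-vesicles bearing Ld, ICAM-1 and B7-1; Test system: purified 2C TCR transgenic mouse naive CD8+ T cells; Measured by: cytometric PE anti-B7-1 and Alexa647 anti-CD8 signals after 1% paraformaldehyde fixation; Timing: binding step 1.5 h, 37 °C, antibody labelling 20 min, ice.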
T cell modulator vesicle-bound % – also measured in T cell modulator; calls as there; double positive events, %; measured here: CD8+ vesicle-bound cell fraction;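 binding gate set so that unloaded-vesicle control wells show 10% double positive cells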
NTR1 agonist cell count 20 µM – further read-out of NTR1 agonist, marked with its call; cell count; measured here: cell count, cytotoxicity flag
Dengue-2 NS5 capping pilot replicate – second read-out of Dengue-2 NS5 capping, no call of its own (marks repeat the call); inhibition, %; measured here: pilot screen replicate inhibition
* marks the source's active call; other numbers are inactive results; i = inactive; ? = inconclusive; . = no result given; [ ] = remark or other dose.

SMILES	UTI89 phage lysis	PhoP inhibition	RSV antiviral HEp-2	Large T inhibition	West Nile virus CPE	MgcRacGAP inhibition	Dengue-2 NS5 capping	NTR1 agonist	NTR1 agonist cell count 20 µM	T cell modulator	T cell modulator vesicle-bound %	others
CC1CCCC(C)N1C(=O)CSc1nnnn1-c1cccc2c1CCCC2 (stereo not given)	4.7%	11%	21%	-18%	-0.9%	6%	1%	5.6	55	i	22
CCS(=O)(=O)c1nc(S(=O)(=O)c2ccc(Cl)cc2)c(NCCOC)s1	0.2%	10%	2.3%	1%	-0.6%	-4%	1%	-0.6	48	i	28
CC1CCCC(C)N1C(=O)c1cc(-c2ccc3c(c2)OCO3)on1 (stereo not given)	-0.1%	-7%	16%	8%	-0.4%	0%	-13%	3.0	50	i	8
CC1(C)NC(=O)N(CC(=O)OCC(=O)Nc2cccc(S(N)(=O)=O)c2)C1=O	0.1%	2%	0.7%	6%	0.8%	9%	-3%	0.5	80	i	40
O=C(NCC(=O)N1CCN(C(c2ccccc2)c2ccccc2)CC1)c1ccc(Br)o1	-1.4%[50 µM]	4%	0.8%	16%	-0.8%	-2%	-5%	4.6	47	i	73
Clc1cncc(Cl)c1N/N=C/c1ccccc1	0.1%	-5%	13%	6%	0.3%	0%	7%	6.2	27	i	17
CCOc1ccc2[nH]cc(C(=O)N3CCN(C4CCCCC4)CC3)c(=O)c2c1	0.0%[50 µM]	.	-1.7%	.	-0.1%	13%	0%	1.1	70	i	20
CC(C)(C)OC(=O)NCCCCC1=CC2=CC(=O)C(C)(O)C(=O)C2=CO1 (stereo not given)	-0.4%	.	2.3%	34%	0.1%	10%	5%	0.7	96	.	.
Cc1n[nH]c(C)c1Sc1ccccc1N=Cc1cc([N+](=O)[O-])ccc1O	.	-75%	0.0%	4%	-0.3%	.	.	-1.2	82	i	43
N#CC1=C(N)Oc2n[nH]c(-c3ccccc3)c2C12C(=O)Nc1ccccc12 (stereo not given)	-0.1%	7%	0.4%	5%	-0.1%	4%	-1%	-0.5	91	i	52

Overlap with the part before: 5 entries, then new ones.
SMILES	UTI89 phage lysis	PhoP inhibition	RSV antiviral HEp-2	Large T inhibition	West Nile virus CPE	MgcRacGAP inhibition	Dengue-2 NS5 capping	NTR1 agonist	NTR1 agonist cell count 20 µM	T cell modulator	T cell modulator vesicle-bound %	others
Clc1cncc(Cl)c1N/N=C/c1ccccc1	0.1%	-5%	13%	6%	0.3%	0%	7%	6.2	27	i	17
CCOc1ccc2[nH]cc(C(=O)N3CCN(C4CCCCC4)CC3)c(=O)c2c1	0.0%[50 µM]	.	-1.7%	.	-0.1%	13%	0%	1.1	70	i	20
CC(C)(C)OC(=O)NCCCCC1=CC2=CC(=O)C(C)(O)C(=O)C2=CO1 (stereo not given)	-0.4%	.	2.3%	34%	0.1%	10%	5%	0.7	96	.	.
Cc1n[nH]c(C)c1Sc1ccccc1N=Cc1cc([N+](=O)[O-])ccc1O	.	-75%	0.0%	4%	-0.3%	.	.	-1.2	82	i	43
N#CC1=C(N)Oc2n[nH]c(-c3ccccc3)c2C12C(=O)Nc1ccccc12 (stereo not given)	-0.1%	7%	0.4%	5%	-0.1%	4%	-1%	-0.5	91	i	52
Cc1cc(=O)[nH]c(SCC(=O)NCC2CCCO2)n1 (stereo not given)	0.0%	-13%	0.9%	24%	-0.1%	1%	-6%	1.0	60	i	59
Cc1nn(-c2ccccc2)c(Cl)c1/C=N/N1CCN(c2ccccn2)CC1	0.4%	-2%	4.6%	0%	0.3%	3%	-1%	1.4	70	i	38
O=C(N/N=C(/CC(=O)c1cccs1)C(F)(F)F)c1ccc(O)cc1	-0.7%[50 µM]	15%	13%	21%	0.3%	14%	2%	0.2	71	i	6
COc1ccccc1/C=C/C=N/n1c(-c2ccccn2)n[nH]c1=S	1.1%	-10%	.	22%	-0.2%	26%	-2%	0.8	50	i	56
O=C(CN1CCN(S(=O)(=O)c2ccc(Br)s2)CC1)N1CCCCC1	-0.2%[50 µM]	.	-0.5%	.	.	-2%	1%	0.0	45	i	22
CCNC(=O)CSc1nnc(-c2cc(-c3ccc(Cl)cc3)nc3ccccc23)o1	0.1%[50 µM]	3%	3.6%	1%	0.9%	1%	-4%	3.4	81	i	5
CC(=O)Nc1ccc(S(=O)(=O)NCCc2ccc(S(N)(=O)=O)cc2)cc1	1.7%	-9%	1.0%	10%	0.0%	2%	-4%	-0.2	84	i	58
CC(C)(C)c1cnnn1-c1ccc(C(=O)CCl)cc1	0.0%	4%	-2.2%	2%	0.6%	7%	2%	-2.6	74	i	22
CC(C)[C@H](NC(=O)c1cccc(CN(Cc2ccccc2)C(=O)/C=C/c2ccccc2)c1)C(=O)O	0.9%	.	0.4%	13%	.	-6%	-1%	0.0	44	i	49
Cc1cccc(C(C)C)c1NC(=O)c1ccc(COc2ccc3c(C)cc(=O)oc3c2)cc1	-0.1%	-4%	2.3%	-4%	-1.9%	13%	-1%	-1.4	47	i	52
COCCN(CCOC)C(=O)C1CCN(c2ccc(S(=O)(=O)N3CCOCC3)cc2[N+](=O)[O-])CC1	1.3%[50 µM]	-3%	-0.9%	4%	.	6%	-7%	-0.4	59	i	42
N=c1oc2ccc(Br)cc2cc1C(=O)NC1CCCCCC1	-2.5%[50 µM]	-4%	6.7%	25%	-1.0%	3%	-3%	1.8	69	i	64
Cc1cc(NC(=O)CN2CCc3ccccc3C2)nc2c1c(=O)oc1ccccc12	0.3%	-2%	-0.1%	0%	.	4%	-3%	2.4	88	i	33
COc1ccccc1NC(=O)c1ccc2nc(C)sc2c1	0.4%	3%	1.5%	8%	1.1%	2%	.	0.3	72	i	58
CSCCC(NC(=O)c1cccc(S(=O)(=O)N2CCOCC2)c1)c1nc2ccccc2[nH]1 (stereo not given)	0.9%[50 µM]	.	0.4%	.	.	4%	-9%	1.6	49	i	36
O=C(NCc1ccccc1)C(=O)Nc1nccs1	0.1%	0%	0.9%	9%	0.9%	8%	7%	-0.6	60	i	33
Cc1cccc(Nc2nc(N)nc(CN3CCN(c4ccc(F)cc4)CC3)n2)c1	0.1%	-3%	?	6%	-0.2%	2%	2%	0.4	80	i	47
COc1cc(C2C3=C(CC(c4ccco4)CC3=O)Nc3ccccc3N2C(C)=O)cc(OC)c1OC (stereo not given)	5.8%	-5%	0.3%	6%	1.7%	4%	7%	0.7	54	i	52
Cc1cc(C)c2c(-n3cccc3)c(C(=O)NNS(=O)(=O)c3ccc(Cl)cc3)sc2n1	-0.8%	-2%	40µM*	8%	-0.7%	10%	7%	5.4	84	i	8
COc1cc2nc(NC(=O)c3ccccc3)[nH]c(=O)c2cc1OC	0.2%	-4%	2.2%	10%	0.2%	-3%	-6%	-0.8	46	i	26
CCCc1cc(=O)oc2cc(C)cc(OCC(=O)NCCCN3CCCC3=O)c12	0.3%	-5%	1.4%	23%	-0.4%	10%	-4%	1.6	50	i	38
CCn1nnnc1SCC(=O)Nc1cc(C)on1	1.6%	11%	0.4%	-4%	0.5%	6%	3%	-4.1	70	i	58
Cc1cc(C)n(-c2nc3ccccc3c(=O)n2OCc2ccc(Cl)cc2)n1	-0.7%	1%	4.4%	24%	-0.6%	-9%	-5%	3.1	56	i	43	Dengue-2 NS5 capping pilot replicate=2.6
CCc1ccc(Oc2ncnc(N)c2[N+](=O)[O-])cc1	0.5%	-8%	-1.1%	26%	-0.3%	9%	-2%	0.8	35	i	10
CC1CCCN(C(=O)CN(c2ccccc2)S(=O)(=O)c2ccc(F)cc2)C1 (stereo not given)	0.5%[50 µM]	.	1.3%	.	.	3%	-9%	2.5	63	i	36
CC1Cc2cc(S(=O)(=O)N3CCN(c4ccccc4)CC3)ccc2N1C(=O)C1CC1 (stereo not given)	0.1%	-6%	5.3%	2%	0.0%	-35%	4%	2.4	75	i	29
Cc1nnsc1C(=O)Nc1ccc(S(=O)(=O)N2CCC(C)CC2)cc1	0.3%	-5%	8.2%	3%	-0.3%	0%	-8%	-0.1	46	i	52
COc1ccc(NC(=O)COC(=O)/C=C/c2ccc(OC)c(S(=O)(=O)N3CCOCC3)c2)cc1	0.0%	-2%	1.5%	-2%	1.3%	3%	-1%	1.0	73	i	51
Cc1ccc(S(=O)(=O)N2CCN(C(=O)COC(=O)c3ccc(C(C)(C)C)cc3)CC2)c(C)c1	0.4%	4%	2.4%	7%	-0.1%	8%	4%	2.1	61	i	24
O=C(CCNC(=O)c1ccco1)Nc1ccc(F)c(Cl)c1	0.0%	10%	1.1%	0%	0.0%	0%	2%	-1.2	45	i	20
C=CCN(C(=O)c1csnn1)C(C(=O)NCc1ccc(F)cc1)c1ccc(F)cc1 (stereo not given)	-0.2%	1%	1.9%	7%	0.8%	1%	-1%	-1.4	42	i	19
CCOC(=O)C(=NCC1CCCO1)NNc1ccccc1Cl (stereo not given)	1.3%[50 µM]	.	-0.7%	23%	0.0%	12%	1%	7.1	62	i	52
COc1cccc(NC(=O)NNC(=O)CN2C(=O)COc3ccccc32)c1	-0.1%	8%	0.5%	7%	-0.5%	-5%	5%	0.0	49	i	50
O=C(CSc1nc2ccsc2c(=O)n1CC1CCC(C(=O)O)CC1)NCCc1ccc(Cl)cc1 (stereo not given)	0.2%	-11%	0.4%	14%	0.1%	11%	-6%	0.5	55	i	23
COc1ccc(-c2c(C)n([O-])c3c([n+]2=O)CCCC3)cc1	0.3%	-8%	0.7%	16%	-0.4%	1%	0%	-0.1	61	i	12
O=C(CCC(=O)Nc1ccc(Oc2ccccc2)cc1)NCCO	0.0%	-8%	3.6%	1%	0.4%	6%	5%	0.7	66	i	37
Cc1cc(C)c(N2C(=O)CCCC2=O)c(Cl)c1	0.0%	-6%	2.2%	1%	0.4%	2%	-3%	1.3	65	i	62
O=C1CC[C@H](O)CCN1[C@H](CSc1ccccc1)Cc1ccccc1	0.1%	.	0.1%	11%	-0.7%	7%	-2%	0.9	79	i	26
COc1cc(C(=O)NCCC(C)C)c([N+](=O)[O-])cc1OC	-0.9%	-3%	-0.1%	5%	0.4%	6%	-1%	-0.7	48	i	38

An unsorted share of the library; 1.5% or so of the library scored in one or more.
